Assay outcomes deposited in PubChem BioAssay by National Center for Advancing Translational Sciences (NCATS).
p53 reactivator: mutant p53 re-activation in reporter cells; Potency, µM (doses to about 92.2 µM), for the others: at the top dose activity change, positive = activation, usual class: activators; hit rate 0.063% among 320,000; AID 504706; H1299 p53-A138V BP100-luciferase reporter, luminescence, 24 h; further: potency means the concentration at half of the fitted maximal effect; % of control where 0% means no effect; nearly all actives have a fitted effect of over 45% in size
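p53-null H1299 cells stably carrying temperature-sensitive p53-A138V and a BP100-luciferase reporter were pinned with compounds (4-point, 1:5 series) and held 24 hrs at 37 deg C. Luminescence was read 10 min after detection reagent.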
BRCA1 expr act: activators of BRCA1 expression; hit rate 1.1% among 380,000; MCF7-BRCA1-FFLuc reporter, luminescence, 48 h; response scale: scaled: vehicle 0%, 10 µM genistein 100%; AID 624202; Potency, µM (top dose mostly 46.1 µM), for the others: at the highest dose activation, actives largely listed as activators; further: potency means the concentration at half of the fitted maximal effect; nearly all actives have a fitted effect of over 80% in size; some results filed as inactive show a strong effect at the top dose
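MCF7 cells carrying a BRCA1-firefly luciferase reporter (2000 cells/well, phenol-red free MEM) were attached for 2 h at 37 °C, then given compounds for 48 h. Luminescence was read 15 min after luciferase reagent; activity normalized to genistein (10 microM) and DMSO.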
Menin-MLL TR inh: displaces Texas Red mutant MLL peptide from human menin | O00255 | Menin + Texas Red MLL mutant peptide, fluorescence polarization | Potency, µM (doses to about 61.6 µM), for the others: at the highest dose FP activity change, negative = inhibition, hits mostly inhibitors | hit rate 0.23% among 270,000; active means well fitted inhibition curve with a large enough effect in the polarisation, with a control signal flat, not every such curve was filed as active; inconclusive means small, poorly fitted or top-dose-only effect, or effect the other way, or a change in a side signal; inactive means no such curve, though single readings can be large or run the other way; the % refers to the polarisation; further: potency means the concentration at half of the fitted maximal effect; % of control where 0% means no effect; many of its hits are not listed in these tables
FLuc modulator: firefly luciferase modulation, counter-screen for miR-21 project. P08659. purified FLuc, Km substrates, luminescence inhibition. Potency, µM (highest dose often 57.5 µM), without a hit: at the top dose activity change, negative = inhibition, usual class: inhibitors. hit rate 6.9% among 360,000. AID 588342;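 further: potency means the concentration at half of the fitted maximal effect; plate controls were vehicle for no effect and reference inhibitor for full effect; nearly all actives have a fitted effect of over 55% in size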
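Purified P. pyralis luciferase (10nM final) with 10uM D-luciferin and 10uM ATP (Km levels) in 50mM Tris acetate pH 7.5, 10mM Mg acetate, 0.01% Tween-20, 0.05% BSA; qHTS 6-point titration, ~60 µM downward; luminescence read.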
PKM2 activator: PKM2 (human) enzyme activation; hit rate 0.34% among 260,000; AID 1631; purified PKM2, Kinase-Glo ATP luminescence, activation; response scale: 0% is enzyme alone, no compound; P14618; Potency, µM (top dose mostly 57.5 µM), inactives show at the highest dose activation, most hits filed as activators; further: potency means the concentration at half of the fitted maximal effect; on the % scale 0 is the no-effect control and ±100 the full control effect; nearly all actives have a fitted effect of over 55% in size
Target sequence (P14618 whole entry, looked up): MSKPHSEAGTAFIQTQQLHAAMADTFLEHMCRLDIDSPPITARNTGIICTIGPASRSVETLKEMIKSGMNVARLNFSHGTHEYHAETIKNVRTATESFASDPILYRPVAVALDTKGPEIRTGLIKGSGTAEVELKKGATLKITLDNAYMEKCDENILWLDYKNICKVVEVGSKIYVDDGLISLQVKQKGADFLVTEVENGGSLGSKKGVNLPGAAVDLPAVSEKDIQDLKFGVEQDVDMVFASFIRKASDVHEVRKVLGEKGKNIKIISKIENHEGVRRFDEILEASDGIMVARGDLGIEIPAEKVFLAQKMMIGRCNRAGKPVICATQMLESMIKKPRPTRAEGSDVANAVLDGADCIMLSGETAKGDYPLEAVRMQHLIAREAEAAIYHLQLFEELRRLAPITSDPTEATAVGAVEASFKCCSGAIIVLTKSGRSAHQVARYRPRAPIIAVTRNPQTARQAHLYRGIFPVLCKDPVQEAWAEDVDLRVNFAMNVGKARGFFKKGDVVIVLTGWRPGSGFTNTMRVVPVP
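hPK-M2, >95% pure; 0.1 mM ADP / 0.5 mM PEP final; imidazole pH7.2 buffer w/ 7 mM MgCl2, 50 mM KCl; 1 h RT; Kinase-Glo lum. Intermediate enzyme activity for dual inhibitor/activator qHTS.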
VP16 counter: counter-screen for ROR gamma inhibitors: Gal4-VP16 reporter; AID 2546; Potency, µM (series often up to 53.6 µM), for the others: at the highest dose activity, negative = inhibition, hits mostly inhibitors; Drosophila S2 Gal4-VP16 UAS-luciferase, luminescence, 20 h; hit rate 3.5% among 310,000;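 further: Gal4-VP16 expression switched on by copper sulfate through the metallothionein promoter; potency means the concentration at half of the fitted maximal effect; on the % scale 0 is the no-effect control and ±100 the full control effect; nearly all actives have a fitted effect of over 50% in size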
RORg inh: inhibitors of mouse ROR gamma transcriptional activity; AID 2551; P51450; hit rate 5.4% among 310,000; Drosophila S2 Gal4-RORgamma UAS-luciferase reporter, 20 h; Potency, µM (doses to about 53.6 µM), for inactives: at the highest dose activity change, negative = inhibition, most hits filed as inhibitors; further: potency means the concentration at half of the fitted maximal effect; on the % scale 0 is the no-effect control and ±100 the full control effect; nearly all actives have a fitted effect of over 60% in size
Target sequence (P51450 whole entry, looked up, the tested form may be a part): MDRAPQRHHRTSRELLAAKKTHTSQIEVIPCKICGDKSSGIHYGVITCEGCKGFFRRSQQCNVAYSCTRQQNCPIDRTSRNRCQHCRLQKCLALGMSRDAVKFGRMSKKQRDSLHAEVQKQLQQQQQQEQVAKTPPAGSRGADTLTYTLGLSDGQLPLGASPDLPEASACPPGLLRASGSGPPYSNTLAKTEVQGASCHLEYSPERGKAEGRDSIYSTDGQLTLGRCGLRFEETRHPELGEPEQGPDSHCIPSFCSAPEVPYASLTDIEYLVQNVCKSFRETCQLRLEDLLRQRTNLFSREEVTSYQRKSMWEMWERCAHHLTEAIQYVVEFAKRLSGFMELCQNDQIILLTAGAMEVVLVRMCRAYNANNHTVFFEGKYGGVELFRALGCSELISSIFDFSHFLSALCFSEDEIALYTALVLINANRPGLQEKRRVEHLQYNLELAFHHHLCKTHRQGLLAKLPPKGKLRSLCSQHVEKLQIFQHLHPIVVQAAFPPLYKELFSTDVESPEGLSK
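Drosophila Schneider cells stably carrying a metallothionein-driven Gal4 DBD–ROR gamma fusion and a UAS-Photinus luciferase reporter were exposed to compound for 1 hr, then induced with copper sulfate (700 uM final) for 20 hr at ambient temperature before luminescence reading.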
Giardia kill: kills Giardia lamblia | Giardia lamblia trophozoite viability | activity change, % at 7.66 µM, hits read low | hit rate 0.15% among 340,000 | AID 540267; in the data active means activity change below about -80%; inconclusive means between about -30% and that limit;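 further: parasites exposed to compound for two days anaerobically before the ATP read; on the % scale 0 is the no-effect control and ±100 the full control effect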
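Trophozoite viability was measured as ATP-dependent luminescence, read 15-30 min after reagent addition. Before that, parasites at 100 cells/well were exposed to compounds for 48 h, anaerobically, at 37 deg C.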
NPC1 prom act: activators of NPC1 promoter. Huh7 NPC1 promoter luciferase reporter, 24 h. Potency, µM (titrated, usually from 9.22 µM), inactives show at the highest dose activation, hits mostly activators. hit rate 2.4% among 320,000;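 further: potency means the concentration at half of the fitted maximal effect; % of control where 0% means no effect; nearly all actives have a fitted effect of over 60% in size; reporter is driven by a mutant NPC1 promoter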
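Readout is luciferase luminescence, reflecting NPC1 promoter activation in stably transfected Huh7 cells after 24 h compound exposure at 37 °C in reduced-serum medium with 10% FBS.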
Rab9 prom act: Rab9 promoter activation; Huh7 Rab9 promoter-luciferase reporter, luminescence, 24 h; Potency, µM (top dose mostly 9.22 µM), for inactives: at the highest dose activation, negative = inhibition, actives largely listed as activators; hit rate 2.8% among 320,000; AID 485297; further: potency means the concentration at half of the fitted maximal effect; % of control where 0% means no effect; nearly all actives have a fitted effect of over 60% in size
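Huh7 reporter line, Rab9 promoter upstream of luciferase. Compound exposure 24 h at 37 °C in reduced-serum medium with 10% FBS. Read-out: luminescence.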
ELG1 genotoxic: genotoxicity induction in ELG1-luciferase HEK293T cells; HEK293T ELG1-luciferase reporter, luminescence, 16 h; Potency, µM (doses to about 46 µM), for the others: at the top dose activity change, positive = activation, actives largely listed as activators; hit rate 1.3% among 330,000; further: potency means the concentration at half of the fitted maximal effect; % of control where 0% means no effect; nearly all actives have a fitted effect of over 60% in size
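Screening used a luciferase reporter fused to human ELG1 in HEK293T cells. Luminescence was read on a CCD plate imager after 16 hr exposure and 30 min ONE-Glo incubation.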
* = called active by the depositor; & = joins results of further samples; [ ] = dose if it differs, or a comment. Unless noted, the call rests on the fitted dose curve; in most records, active means well fitted curve in the direction sought with a large enough effect; inconclusive means small, poorly fitted or top-dose-only effect, or another doubt; inactive means no such curve, though single readings can be large; an effect the other way counts as inactive or inconclusive. Not all compounds are listed; the hit share may differ from the screen's.

Cc1nn(CCCC(=O)NCc2ccc(F)cc2)c(C)c1[N+](=O)[O-] was read as p53 reactivator -2%, BRCA1 expr act 1%, Menin-MLL TR inh -14%, FLuc modulator -1%, PKM2 activator 5%, VP16 counter inconclusive, RORg inh 27%[10 µM], Giardia kill -5, NPC1 prom act inconclusive, Rab9 prom act -5% and ELG1 genotoxic 0%.
Screening CC(CC(=O)N1CCN(S(=O)(=O)c2ccccc2)CC1)n1cncn1 (stereo not drawn) returned p53 reactivator -3%, BRCA1 expr act -5%, Menin-MLL TR inh -1%, FLuc modulator 2%, PKM2 activator 21%, VP16 counter 8%, RORg inh 4%, Giardia kill inconclusive, NPC1 prom act -1%, Rab9 prom act -1% and ELG1 genotoxic 0%.
CCC1(c2ccccc2)NC(=O)N(CC(=O)Nc2cc(S(=O)(=O)N3CCOCC3)ccc2OC(C)C)C1=O (stereo not drawn) was read as p53 reactivator -6%, BRCA1 expr act -30%, FLuc modulator 2%, Giardia kill -9, NPC1 prom act 2%, Rab9 prom act -1% and ELG1 genotoxic 1%.
Cc1cc(OCC(O)CN2CCOCC2)cc(C)c1Cl (stereo not drawn) was read as p53 reactivator 5%, BRCA1 expr act -6%, Menin-MLL TR inh -10%, FLuc modulator -2%, PKM2 activator -2%, VP16 counter -11%, RORg inh 0%, Giardia kill -1, NPC1 prom act 2%, Rab9 prom act 0% and ELG1 genotoxic -2%.
COCCNC(=O)NC(=O)COC(=O)c1cccn1C was read as p53 reactivator 9%, BRCA1 expr act 0%, Menin-MLL TR inh 3%, FLuc modulator -2%, PKM2 activator 3%, VP16 counter -3%, RORg inh -1%, Giardia kill 5, NPC1 prom act -3%, Rab9 prom act 9% and ELG1 genotoxic 4%.
Screening COc1cc(NC(=O)Cc2ccc(OC)c(S(=O)(=O)N3CCOCC3)c2)c(OC)cc1Cl returned p53 reactivator -2%, BRCA1 expr act -2%, FLuc modulator 3%, PKM2 activator -6%, VP16 counter 1%, RORg inh -3%, Giardia kill -6, NPC1 prom act -5%, Rab9 prom act 11% and ELG1 genotoxic -7%.
For O=C(c1cc(S(=O)(=O)N2CCCC2)c(Cl)cc1Cl)N1CCCC1 the results were p53 reactivator -2%, BRCA1 expr act -2%, Menin-MLL TR inh inconclusive, FLuc modulator 2%, PKM2 activator 8%, VP16 counter 2%, RORg inh 24%, Giardia kill 5, NPC1 prom act 2%, Rab9 prom act -4% and ELG1 genotoxic -6%.
O=C(N/N=C/c1ccc(OC(=O)c2ccco2)cc1)c1ccncc1 was read as p53 reactivator 20%, BRCA1 expr act 1%, Menin-MLL TR inh -5%, FLuc modulator 1%, PKM2 activator 0%, VP16 counter 10%, RORg inh 35%, Giardia kill 18, NPC1 prom act 1%, Rab9 prom act 8% and ELG1 genotoxic 5%.
For CCOc1ccc(CCNC(=O)Cn2nc(C)c3c(C)n(-c4ccccc4)nc3c2=O)cc1OCC the results were p53 reactivator -4%, BRCA1 expr act 0%, Menin-MLL TR inh 0%, FLuc modulator 3%&-2%, VP16 counter 2%, RORg inh -2%, Giardia kill -11, NPC1 prom act -4%, Rab9 prom act 0% and ELG1 genotoxic -4%.
For CCC(C)C(NC(=O)OC(C)(C)C)C(=O)NC(C)C(N)=O (stereo not drawn) the results were p53 reactivator -1%, BRCA1 expr act -14%, Menin-MLL TR inh -1%, FLuc modulator 0%, PKM2 activator 3%, VP16 counter -3%, RORg inh 0%, Giardia kill 12, NPC1 prom act -3%, Rab9 prom act 1% and ELG1 genotoxic 0%.
CC1C/C(=C\c2cccnc2)C(=O)/C(=C/c2cccnc2)C1 (stereo not drawn) was read as p53 reactivator -20%, BRCA1 expr act -83%, Menin-MLL TR inh -15%, FLuc modulator -5%, PKM2 activator 22%, VP16 counter 0.63µM*, RORg inh 1.1µM*, Giardia kill inconclusive, NPC1 prom act -34%[inhibitor], Rab9 prom act -48%[inhibitor] and ELG1 genotoxic -15%.
For O=C1C2C3C=CC(C4CC34)C2C(=O)N1/N=C/c1cccs1 (stereo not drawn) the results were p53 reactivator inconclusive, BRCA1 expr act 38%, Menin-MLL TR inh -1%, FLuc modulator 17µM*, PKM2 activator 0%, VP16 counter -12%, RORg inh -14%, Giardia kill -16, NPC1 prom act 12%, Rab9 prom act 20% and ELG1 genotoxic 7%.
Screening CCCCn1c(SCC(=O)c2ccccc2)nc2ccsc2c1=O returned p53 reactivator 11%, BRCA1 expr act -44%, Menin-MLL TR inh 6%, FLuc modulator 4%, PKM2 activator 2%, VP16 counter 2%, RORg inh inconclusive, Giardia kill 14, NPC1 prom act -5%, Rab9 prom act -4% and ELG1 genotoxic -8%.
For Cn1/c(=N/N=C/c2ccc(Cl)c([N+](=O)[O-])c2)sc2ccccc21 the results were p53 reactivator 2%, BRCA1 expr act -56%, Menin-MLL TR inh 41%[activator], FLuc modulator inconclusive, PKM2 activator -14%, VP16 counter 1%, RORg inh 4%, Giardia kill 1, NPC1 prom act inconclusive, Rab9 prom act 13% and ELG1 genotoxic 0%.
Cc1cc(N2CC(C(=O)O)CC2=O)ccc1Br (stereo not drawn) was read as p53 reactivator 3%, BRCA1 expr act -6%, Menin-MLL TR inh -12%, FLuc modulator 0%, PKM2 activator -1%, VP16 counter 5%, RORg inh 6%, Giardia kill -1, NPC1 prom act -1%, Rab9 prom act -12% and ELG1 genotoxic 1%.
Screening Brc1ccc(-c2noc(COc3ccc4ccccc4c3)n2)o1 returned p53 reactivator 4%, BRCA1 expr act 1%, Menin-MLL TR inh inconclusive, FLuc modulator -19%, PKM2 activator -1%, VP16 counter 4%, RORg inh 3%, Giardia kill -13, NPC1 prom act 1%, Rab9 prom act -2% and ELG1 genotoxic 4%.
Fc1ccc(C(CNC(=S)NC2CCCCC2)N2CCOCC2)cc1 (stereo not drawn) was read as p53 reactivator inconclusive, BRCA1 expr act -17%, Menin-MLL TR inh 10%, FLuc modulator 2%, PKM2 activator 1%, VP16 counter inconclusive, RORg inh 8.9µM*, Giardia kill 11, NPC1 prom act -7%, Rab9 prom act -4% and ELG1 genotoxic -2%.
O=C(O)/C=C/C(=O)Nc1ccc2c(c1)C(=O)c1ccccc1C2=O was read as p53 reactivator 18%, BRCA1 expr act 11µM*, FLuc modulator 17µM*, PKM2 activator -34%, VP16 counter 15%, RORg inh 4%, Giardia kill 2, NPC1 prom act 5%, Rab9 prom act 13% and ELG1 genotoxic 9%.
Screening COc1nc(-c2ccccc2)cc(-c2ccc(OC)c(OC)c2)n1 returned p53 reactivator 1%, BRCA1 expr act -10%, Menin-MLL TR inh 39%[activator], FLuc modulator inconclusive, PKM2 activator -7%, VP16 counter -12%, RORg inh 0%, Giardia kill -22, NPC1 prom act 5%, Rab9 prom act 8% and ELG1 genotoxic -12%.
CC1(C)C(c2ccc(Cl)cc2)=[N+]([O-])C2(CCCC/C2=N\O)N1O (stereo not drawn) was read as p53 reactivator 5%, BRCA1 expr act -29%, Menin-MLL TR inh 9%, FLuc modulator 0%, PKM2 activator 0%, VP16 counter -3%, RORg inh 10%, Giardia kill 31[activator], NPC1 prom act -7%, Rab9 prom act 2% and ELG1 genotoxic 1%.
COc1ccc(CC(=O)Nc2ccc(S(=O)(=O)Nc3cc(C)on3)cc2)cc1 was read as p53 reactivator 2%, BRCA1 expr act 10%, Menin-MLL TR inh 2%, FLuc modulator 0%, PKM2 activator 16%, VP16 counter -9%, RORg inh inconclusive, Giardia kill -1, NPC1 prom act 4%, Rab9 prom act 15% and ELG1 genotoxic -3%.
For CC(C(=O)Nc1cc([N+](=O)[O-])ccc1Cl)N1CCN(c2ccc(O)cc2)CC1 (stereo not drawn) the results were p53 reactivator -5%, BRCA1 expr act -9%, Menin-MLL TR inh inconclusive, FLuc modulator 7%, PKM2 activator 4%, VP16 counter -2%, RORg inh -38%, Giardia kill 8, NPC1 prom act -1%, Rab9 prom act -8% and ELG1 genotoxic 4%.
Cc1cccc(-c2noc(-c3ccccc3C(=O)NCc3ccco3)n2)c1 was read as p53 reactivator 10%, BRCA1 expr act 10%, FLuc modulator 9.5µM*, PKM2 activator 21%, VP16 counter inconclusive, RORg inh -18%, Giardia kill 7, NPC1 prom act inconclusive, Rab9 prom act inconclusive and ELG1 genotoxic 1%.
For Cc1nnc(SCC(=O)NC2CCCCC2)n1C1CCCCC1 the results were p53 reactivator -2%, BRCA1 expr act 0%, Menin-MLL TR inh 1%, FLuc modulator 4%, PKM2 activator 6%, VP16 counter 7%, RORg inh 7%, Giardia kill 14, NPC1 prom act -3%, Rab9 prom act -2% and ELG1 genotoxic 0%.
